# Bioassay records from PubChem.
# CHRM5 PAM = human M5 muscarinic receptor positive allosteric modulators, primary screen, CHO-K1 cells, Fluo-8 calcium fluorescence; Muscarinic acetylcholine receptor M5 (Homo sapiens), P08912; CHO-K1 hM5, ACh EC20 PAM; 0% = ACh EC20, 100% = ACh EC100; activation, % at 3 µM; hit rate 0.3% among 360,000; AID 624038, 2012;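 active means activation above the run cutoff, the mean activation of all test compounds plus 3 SD, cut at about 18% in these data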
# Target sequence (P08912 whole entry, looked up): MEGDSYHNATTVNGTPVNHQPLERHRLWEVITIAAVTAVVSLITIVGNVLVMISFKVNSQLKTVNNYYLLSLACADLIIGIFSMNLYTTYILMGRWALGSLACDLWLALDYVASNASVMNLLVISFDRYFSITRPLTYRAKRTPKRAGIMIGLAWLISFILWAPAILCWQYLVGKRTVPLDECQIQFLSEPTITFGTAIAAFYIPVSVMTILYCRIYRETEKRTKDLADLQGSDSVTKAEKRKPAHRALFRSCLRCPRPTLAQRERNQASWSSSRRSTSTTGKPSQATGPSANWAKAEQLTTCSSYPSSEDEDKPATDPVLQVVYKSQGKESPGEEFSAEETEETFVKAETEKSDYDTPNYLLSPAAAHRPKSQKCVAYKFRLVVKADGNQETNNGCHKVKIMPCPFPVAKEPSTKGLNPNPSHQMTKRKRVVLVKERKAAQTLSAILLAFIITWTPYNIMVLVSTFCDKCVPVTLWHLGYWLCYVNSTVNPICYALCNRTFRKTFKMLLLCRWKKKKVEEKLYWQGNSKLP
#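 Assay system: CHO-K1 hM5 cells / Incubation: Fluo-8 loading 80 min at 37 °C plus 30 min room temperature / Technique: Fluo-8 calcium dye fluorescence, kinetic read / Repeats: single replicate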
# CRFR2-BP antag = antagonists of CRF-BP/CRF-R2 complex, primary screen, cell-based, HEK293, calcium dye fluorescence, uHTS; hit rate 0.59% among 350,000; AID 588475, 2011; CRF-induced calcium fluorescence; inhibition, % at 11.8 µM;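 active means inhibition of the ligand-induced calcium signal above about 50% at the single tested concentration, limit read from the data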
# CHRM5 antagonist = human M5 muscarinic receptor antagonists, primary screen, CHO cells, Fluo-8 calcium fluorescence; CHO-hM5 cells, ACh EC80; inhibition, % at 3 µM; hit rate 0.59% among 360,000; AID 624040, 2012;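 active means inhibition above a per-plate cutoff, the mean of that plate's test compounds plus 3 SD, cut at about 27% in these data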;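 further: 0% = acetylcholine EC80 with DMSO and 100% = DMSO without agonist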
# CHRM5 agonist = human M5 muscarinic receptor agonists, primary screen, CHO-K1 cells, Fluo-8 calcium fluorescence; Muscarinic acetylcholine receptor M5 (Homo sapiens), P08912; CHO-K1 hM5 cells; 0% DMSO wells, 100% maximal acetylcholine response; activation, % at 3 µM; hit rate 0.19% among 360,000;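 active means activation above the run's mean over test compounds plus 3 SD, cut at about 23% in these data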;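 further: signal is peak over basal fluorescence ratio across the kinetic read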
# TAAR1 ag = human TAAR1 agonists, primary screen, Fluo-8 calcium fluorescence, CHO RD-HGA16 cells; Trace amine-associated receptor 1 (Homo sapiens), Q96RJ0; vehicle wells 0%, saturating PEA agonist 100%; activation, % at 3 µM; hit rate 0.99% among 360,000; AID 624467, 2012;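 active means activation above the mean activation of all test compounds in the run plus 3 SD, cut at about 38% in these data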
#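 Test system: RD-HGA16 (CHO) cells co-expressing Gα16 and hTAAR1; dosing: one-point dosing at 3 µM (nominal); timing: 17-24 h seeding, 75 min 37 °C dye, 30 min RT; signal: kinetic Fluo-8 calcium fluorescence; read-out basis: % activation relative to PEA EC100 response; controls: DMSO and PEA EC100; replicates: n 1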
# TAAR1 antagonist = human TAAR1 antagonists, primary screen, Fluo-8 calcium fluorescence, CHO RD-HGA16 cells; antagonist; inhibition, % at 3 µM; Trace amine-associated receptor 1 (Homo sapiens), Q96RJ0; hit rate 1.5% among 360,000; AID 624466, 2012;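 active means inhibition above a per-plate cutoff, the mean inhibition of test compounds on that plate plus 3 SD, cut at about 49% in these data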;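 further: 0% = DMSO plus EC80 beta-PEA response and 100% = DMSO alone without agonist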
#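 Test system – hTAAR1-expressing CHO RD-HGA16 cells, Gα16-coupled · Also added – β-PEA at EC80 concentration, post-compound challenge · Compound – 3 µM, single point · Incubation – dye loading 75 min at 37 °C, then 30 min room temperature · Measured by – Fluo-8 intracellular calcium dye fluorescence, real-time kinetic reads · Benchmarks – vehicle and agonist controls · Replicates – singlicate, one well per test compound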
# CRFR2-BP ag = agonists of CRF-BP/CRF-R2 complex, primary screen, cell-based, HEK293, calcium dye fluorescence, uHTS; calcium dye fluorescence (FLIPR); percent of saturating CRF peptide response; activation, % at 13.2 µM; hit rate 0.46% among 350,000; AID 588473, 2011;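 active means activation of at least 50%, plus an integration ratio under a set limit after plate pattern correction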;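 further: plate controls were neutral control wells without compound for no effect and CRF at EC100 for full effect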
# CHRM4 PAM = human M4 muscarinic receptor positive allosteric modulators, primary screen, CHO-K1 cells, Fluo-8 calcium fluorescence. Muscarinic acetylcholine receptor M4 (Homo sapiens), P08173. CHO-K1 hM4/Gqi5, ACh EC20; 0% = ACh EC20, 100% = maximal ACh. activation, % at 3 µM. hit rate 0.4% among 360,000;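 active means activation above its plate's cutoff, the mean activation of sample wells plus 3 SD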; further: some results filed as inactive read as strong as hits
# Target sequence (P08173 whole entry, looked up): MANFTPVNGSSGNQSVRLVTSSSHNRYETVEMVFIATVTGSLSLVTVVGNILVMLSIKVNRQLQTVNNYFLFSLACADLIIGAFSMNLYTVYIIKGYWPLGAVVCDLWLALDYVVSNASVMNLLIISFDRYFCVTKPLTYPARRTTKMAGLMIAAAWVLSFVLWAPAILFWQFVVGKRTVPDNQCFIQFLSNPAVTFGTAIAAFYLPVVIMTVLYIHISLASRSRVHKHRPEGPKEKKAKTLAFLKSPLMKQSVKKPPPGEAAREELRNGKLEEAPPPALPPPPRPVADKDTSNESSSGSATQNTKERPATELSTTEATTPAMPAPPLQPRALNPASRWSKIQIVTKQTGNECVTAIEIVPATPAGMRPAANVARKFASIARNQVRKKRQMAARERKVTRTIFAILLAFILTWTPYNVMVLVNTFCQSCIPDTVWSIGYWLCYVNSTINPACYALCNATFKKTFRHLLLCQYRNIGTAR
# CHO-K1 Ca PAM = nonselective calcium activators in parental CHO-K1 cells, primary screen, counter-screen for M1 PAM project, cell-based, Fluo-8 calcium fluorescence, full deck, 1536-well | activation, % at 3 µM | ATP EC20; 0% at ATP EC20, 100% at ATP max | hit rate 0.02% among 360,000;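 active means activation above the run cutoff, the mean activation of all test compounds plus 3 SD, cut at about 40% in these data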;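 further: peak over basal fluorescence ratio in a 140 s read after ATP addition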
# An asterisk follows results filed as active; nt = not tested or not shown.
No.	canonical_smiles	CHO-K1 Ca PAM	CRFR2-BP antag	TAAR1 antagonist	TAAR1 ag	CHRM5 agonist	CRFR2-BP ag	CHRM5 antagonist	CHRM4 PAM	CHRM5 PAM
1	Oc1ccc(Br)cc1C=Nc1ccc2[nH]ncc2c1	-5.6	44.6	-6.8	1.2	-0.7	8.8	3.9	-0.2	14.3
2	C/C(=N\NC(=O)c1ccccc1)c1cccc(Br)c1	2.6	4.3	-12.4	0.6	-0.9	-1.7	3.4	-4.0	-8.1
3	Cc1ccc(NC(=O)CSCc2ccc(F)cc2)cc1	28.7	5.1	-6.7	2.9	-3.6	1.1	5.9	5.6	-9.3
4	CCOC(=O)c1c(NC(=O)c2ccc(-n3cnnn3)cc2)sc2c1CCCC2	20.0	-7.9	nt	nt	-0.7	0.7	13.4	0.2	-0.4
5	COc1ccc(CCC(=O)N2c3ccccc3N=C(c3ccc4c(c3)OCO4)C2C(=O)NCc2ccccc2)cc1 (stereo unspecified)	nt	nt	-36.7	0.5	2.2	nt	2.2	3.5	-1.2
6	O=C(NCCn1ccc2ccccc21)C1CCCCC1	1.7	19.7	-4.6	2.2	0.6	-3.0	8.0	0.1	-2.4
7	CCOC(=O)c1nn(-c2c(C)n(C)n(-c3ccccc3)c2=O)cc1O	-5.9	-30.9	4.2	6.0	-1.2	-0.1	0.7	-10.1	-7.7
8	Cc1cc(C)c(-n2c(C)cc(/C=C3/NC(=O)NC3=O)c2C)c(C)c1	nt	-15.5	-26.4	32.7	nt	0.1	nt	nt	nt
9	O=S(=O)(NCCC1=CCCCC1)c1cccc(S(=O)(=O)N2CCOCC2)c1	4.5	-24.8	7.9	17.3	2.8	8.8	5.6	-0.2	-4.5
10	COc1ccc(CNC(=O)CC23CC4CC(CC(C4)C2)C3)cc1	-4.2	5.9	-14.4	0.2	-2.3	-0.5	-4.2	-5.5	4.7
11	CCOC(=O)c1cnc2cc(C)nn2c1-c1ccccc1	-0.5	-6.9	-5.1	4.6	-7.4	0.7	-7.0	7.7	1.2
12	O=C(CS(=O)(=O)c1ccccc1)N(CCCN1CCOCC1)c1nc2c(F)cccc2s1	-14.3	-18.4	25.1	9.0	0.8	0.4	7.6	-3.4	-5.9
13	CCCS(=O)(=O)c1ncc(Cl)c(C(=O)Nc2ccc(S(=O)(=O)Nc3ncccn3)cc2)n1	18.9	9.2	-9.9	8.9	-3.1	0.2	-0.8	0.8	0.0
14	CC1=NC(C(F)(F)F)(C(F)(F)F)C(C#N)=C(C)N1	-1.1	-7.0	-35.1	7.9	3.4	0.8	5.3	8.1	-3.7
15	Cc1ccc(C(=O)N/N=C/c2sc(=O)n(Cc3cccc(C(=O)O)c3)c2Cl)cc1	18.8	-12.0	1.8	6.9	1.1	1.2	3.7	9.6	3.3
16	Cc1ccc(S(=O)(=O)CCC(=O)OCc2ccccc2)cc1	14.5	5.2	5.9	-0.3	-5.2	-4.8	1.2	1.2	1.2

# 3 compounds picked at random from those above:
No.	canonical_smiles	CHO-K1 Ca PAM	CRFR2-BP antag	TAAR1 antagonist	TAAR1 ag	CHRM5 agonist	CRFR2-BP ag	CHRM5 antagonist	CHRM4 PAM	CHRM5 PAM
14	CC1=NC(C(F)(F)F)(C(F)(F)F)C(C#N)=C(C)N1	-1.1	-7.0	-35.1	7.9	3.4	0.8	5.3	8.1	-3.7
9	O=S(=O)(NCCC1=CCCCC1)c1cccc(S(=O)(=O)N2CCOCC2)c1	4.5	-24.8	7.9	17.3	2.8	8.8	5.6	-0.2	-4.5
11	CCOC(=O)c1cnc2cc(C)nn2c1-c1ccccc1	-0.5	-6.9	-5.1	4.6	-7.4	0.7	-7.0	7.7	1.2

# Next entries:
No.	canonical_smiles	CHO-K1 Ca PAM	CRFR2-BP antag	TAAR1 antagonist	TAAR1 ag	CHRM5 agonist	CRFR2-BP ag	CHRM5 antagonist	CHRM4 PAM	CHRM5 PAM
17	O=C(COC(=O)COc1ccc(Cl)cc1)NC1CCS(=O)(=O)C1 (stereo unspecified)	23.3	1.5	-7.1	3.0	1.4	-0.4	1.4	6.3	0.5
18	O=C(Cc1cccc(NC(=O)C2CCN(C(=O)C3CCCCC3)CC2)c1)Nc1cccc(C(=O)N2CCCCC2)c1	16.7	-7.4	-7.7	-0.8	-0.2	3.8	8.6	-5.5	-6.4
19	Cc1ccc(N(Cc2ccccc2O)C(=O)c2ccccc2F)cc1	-3.5	21.1	-10.3	2.8	-0.8	0.5	-5.3	3.5	1.2
20	COc1cc(C(=O)Nc2nnc(C3=COCCO3)o2)cc(OC)c1OC	12.2	-6.2	-18.5	1.0	-2.0	-0.5	-5.4	4.2	1.0
21	CCN(C(=O)COC(=O)CCC(=O)c1cccs1)c1c(N)n(Cc2ccccc2)c(=O)[nH]c1=O	-6.5	13.7	-5.0	0.7	3.1	0.3	-1.2	6.6	4.2
22	Cn1c(SCC(=O)NC(C)(C)C)nnc1-c1cnccn1	12.6	-11.1	-3.0	7.3	-2.5	0.5	8.5	2.4	1.1
23	COc1cc2cnc(CCO[C@H]3CCCCO3)cc2cc1OC	10.8	0.9	-6.8	6.9	0.0	-1.5	11.0	19.0	1.3
24	O=S(=O)(NCC(c1cccnc1)N1CCN(Cc2ccccc2)CC1)c1ccccc1 (stereo unspecified)	23.0	-26.8	-17.5	1.6	-3.5	-6.2	-8.6	10.0	-0.2
25	CCOc1ccccc1N1CCN(S(=O)(=O)c2cccc3nsnc23)CC1	20.9	18.7	12.9	3.9	-2.1	0.7	1.6	-5.1	-4.8
26	COC(=O)[C@]1(Sc2ccccc2)CC(=O)N[C@@H]1c1ccccc1	1.3	nt	5.5	2.1	3.5	nt	1.4	4.3	0.5
27	Cc1cc([N+](=O)[O-])c2ccccc2c1NS(=O)(=O)c1ccccc1	16.5	118.5*	-16.6	-0.7	-1.0	-0.7	4.6	-4.9	-7.2
28	COCCn1cnc2c1c(=O)n(CC(=O)NN)c(=O)n2Cc1ccccc1	1.3	9.8	-7.2	5.4	-2.3	-1.3	20.2	4.7	0.0
29	O=C(C1=C[C@@H](c2ccc(C(F)(F)F)cc2)C[C@@H](OCCCCO)O1)N1CCN(Cc2ccc3c(c2)OCO3)CC1	16.4	-14.9	nt	nt	-2.0	0.0	19.0	-0.7	-7.6
30	OC(CN1CCOCC1)Cn1c(-c2cccc(Cl)c2)nc2ccccc21 (stereo unspecified)	-9.5	-5.9	-11.6	5.9	-0.9	-1.6	0.2	-3.3	-2.2
31	O=S(=O)(Nc1ccc(-c2nc3cccnc3s2)cc1)c1ccc(Cl)s1	7.7	5.0	-3.6	-1.4	3.0	-2.4	8.3	-5.5	-14.1
32	O=C(COC(=O)/C=C/c1cccc(C(F)(F)F)c1)NCCN1C(=O)CSC1=O	-14.2	-5.8	-15.1	5.4	1.2	0.5	8.5	9.6	-4.4
33	O=C(CSc1nnc(-c2ccc(OC(F)F)cc2)o1)NC(=O)NCc1ccco1	7.9	33.3	-22.9	-1.9	-2.6	2.1	23.6	7.6	-11.8
34	CCCCc1cc(=O)oc2c(CN3CCCC3)c(O)c(Cl)cc12	20.1	8.7	12.8	1.2	-4.2	-0.4	3.7	2.3	-1.7
35	C=CCC1CCCC(=O)N2CCCC12 (stereo unspecified)	10.4	-4.3	-13.5	1.7	1.1	-2.6	-8.4	0.3	-2.5
36	CCOC(=O)c1sc(=NC(=O)COc2ccc(Cl)cc2)n(C)c1C	0.7	6.3	1.5	-0.2	0.9	1.8	-0.8	11.2	0.3
37	COc1ccc(Cn2nnnc2C(c2cc3cc(C)ccc3[nH]c2=O)N2CCOCC2)cc1 (stereo unspecified)	1.9	-10.7	20.5	11.2	3.0	-1.6	-0.5	4.4	5.8
38	CCOc1cccc(C2C(C(=O)c3ccc(C)o3)=C(O)C(=O)N2c2nnc(C)s2)c1 (stereo unspecified)	-1.0	11.5	3.0	0.5	-2.2	-0.7	-9.8	-2.1	7.1
39	Nn1c(=S)[nH]nc(Cc2ccc(O)cc2)c1=O	27.5	9.9	0.0	1.1	-0.6	-1.4	-6.3	-0.7	4.1
40	COc1ccc(CCCc2n[nH]c(=S)n2C)cc1C	3.5	6.2	-7.8	6.8	4.4	-0.3	3.9	-0.1	-6.1
41	Cc1noc(C)c1C(=O)OCC(=O)N1CCc2ccccc21	9.2	2.9	0.6	-1.9	0.2	-2.3	2.8	8.6	0.6
42	Cc1ccccc1OCCC(=O)OCC(=O)N1CCN(S(=O)(=O)c2ccc(Cl)cc2)CC1	-18.9	-3.5	31.2	6.3	4.4	3.4	12.9	-10.3	-18.5
43	CCOC(=O)N1CCN(C(=O)CCN2C(=O)/C(=C\c3ccccc3OC)SC2=S)CC1	-6.7	3.2	nt	nt	0.6	0.5	-4.0	10.0	2.9
44	COC(=O)C1CN(C(=O)COc2ccc(C)cc2)c2ccccc2O1 (stereo unspecified)	2.8	1.5	-8.4	2.5	-0.5	-0.7	0.4	1.2	0.4
45	CC1CCc2[nH]nc(C(=O)O)c2C1 (stereo unspecified)	18.4	9.2	-9.9	3.2	5.3	-2.0	0.8	4.8	-7.0
46	O=[N+]([O-])c1c(NCCCO)cc(SCc2ccco2)c2nonc12	18.0	-13.3	1.6	1.4	2.0	-2.8	-0.9	-7.1	0.9
47	CC(=O)c1cccc(NC(=O)CSc2ncc(C(=O)Nc3ccccc3)c(=O)n2C)c1	7.2	0.9	3.8	0.8	-2.9	1.3	7.4	6.7	-1.9
48	Cc1ccc(-c2cc(C(=O)NCC3CCCO3)no2)cc1 (stereo unspecified)	8.4	-2.9	-23.7	1.9	3.0	-1.3	-6.1	4.3	2.4
49	Fc1cccc(Cc2c(-c3cccc(Cl)c3)nc3ccc(Cl)cn23)c1	-5.8	nt	-4.9	0.9	-0.6	nt	-8.4	-4.6	-4.6
50	CCn1cc(C(=O)NCc2ccc(Cl)cc2)c(=O)c2cc(S(=O)(=O)N(C)C)ccc21	12.8	-9.9	-7.7	4.1	-2.6	0.4	13.2	-1.1	-5.6
51	Cc1nc(N2CCOCC2)nc2c1CCCC2	6.8	-0.3	-9.6	19.4	-2.9	-0.3	-4.1	16.9	3.6
52	CCOC(=O)NN1C(=O)c2ccccc2NC1c1cccnc1 (stereo unspecified)	-0.6	2.4	-9.6	4.8	-1.6	-1.5	6.9	2.4	1.6

# This is a random part of the collection. Share with any hit: about 4.2%.
